# T cell HTS: modulators of CD8 T cell-vesicle binding, primary screen, mouse 2C CD8+ T cells, flow cytometry; 2C CD8+ T cell-vesicle binding; hits give low values; calls only at 7 µM; hit rate 0.068% among 330,000; AID 2052, 2009;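 active means response, share of CD8 T cells binding vesicles, and their 90th percentile fluorescence all below set limits, cut at about 80% in these data, passing the limit was not always enough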
#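 incubation = binding step 1.5 h, 37 °C, antibody labelling 20 min, ice | test system = 2C mouse CD8+ T cells | read-out basis = percent CD8+ FL2 mean versus row control | controls = Peptide-free naked vesicles (low) and QL9 vesicles with 0.7% DMSO vehicle (high) | detection = flow cytometry of vesicle-bound cells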
# Lipid droplet: inhibitors of hepatocyte lipid droplet formation, primary screen, imaging, high-throughput imaging, BODIPY stain; AML12 mouse hepatocytes, oleate lipid droplets; inhibition, % at 6.5 µM; hit rate 0.4% among 240,000; AID 1656, 2009;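 active means lipid droplet intensity inhibited by at least 50%, with more than 500 cells counted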
#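 material = mouse AML12 hepatocyte cell line, fixed after treatment | also added = 100 µM oleic acid challenge | doses = compound at 6.5 µM only | schedule = overnight exposure | technique = Image-based BODIPY and DAPI two-channel analysis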
# Salmonella PhoP GFP: inhibitors of PhoP regulon expression, primary screen, Salmonella Typhimurium, GFP reporter (AID 1863) | S. Typhimurium PhoP-regulated promoter GFP reporter, 4 h; higher % means a stronger effect | inhibition, % at 50 µM; hits with a dose series show IC50 in µM | hit rate 0.16% among 300,000;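 active means inhibition over 29.93%, a cutoff 3 SD above the screen mean, later confirmed by dose response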;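 further: 0% = low Mg2+ inducing control and 100% = high Mg2+ repressing control; strong numbers were not always called active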
# Lipid droplet cells 6.5 µM: second read-out of Lipid droplet, no call of its own (marks repeat the call); cell count; measured here: cell count, cytotoxicity flag;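 cells counted across two imaged fields per well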
# T cell HTS vesicle-bound %: also measured in T cell HTS; calls as there; double positive events, %; measured here: CD8+ vesicle-bound cell fraction;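 binding gate set so that unloaded-vesicle control wells show 10% double positive cells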
# * hit, by the source's call; i = inactive; . = no result given.
SMILES,T cell HTS,T cell HTS vesicle-bound %,Lipid droplet,Lipid droplet cells 6.5 µM,Salmonella PhoP GFP
Cc1ccc(N(C(=O)c2snc(C(N)=O)c2N)C(C(=O)NCC2CCCO2)c2c[nH]c3ccccc23)cc1 (stereo not drawn),i,45,-1,790,-5%
Cc1ncc(CO)c(CNc2ccc(-c3nc4ccccc4[nH]3)cc2)c1O,i,18,-2,806,3%
COc1cccc(N2CCN(C(=O)C3CCC(=O)N(C4CCCCCC4)C3)CC2)c1 (stereo not drawn),i,69,1,827,-5%
COC(=O)c1c(C)oc2ccc(N(C(C)=O)S(=O)(=O)c3ccccc3)cc12,i,8,1,807,7%
COc1ccccc1C(=O)NNC(=O)CCN1C(=O)/C(=C\c2ccccc2)SC1=S,i,32,-1,777,-10%
COc1ccc(C(=O)Nc2ccccc2SCc2cc(=O)n3nc(C)sc3n2)cc1OC,i,43,6,729,-2%
CCN(CC)CCNC(=O)c1ccc(NC(=O)c2ccc(COc3ccccc3)cc2)cc1,i,7,-4,660,-5%
Cc1ccc(NC(=O)C2CCCN(c3nccc(C)n3)C2)c(C)c1 (stereo not drawn),i,38,13,773,-5%
COc1cccc(CNC(=O)C2Cc3ccccc3CN2C(C)=O)c1 (stereo not drawn),i,16,-7,837,2%
CC1(C)Cc2c(sc(NC(=O)C(=O)N3CCOCC3)c2C(N)=O)CO1,i,6,18,733,14%
Cc1cccc(NS(=O)(=O)c2ccc(NS(=O)(=O)c3cccs3)cc2)c1,i,19,-28,749,1%
CCC(C(N)=NCCc1ccc(OC)c(OC)c1)c1ccccc1 (stereo not drawn),i,49,-24,794,6%
COC(=O)c1ccccc1S(=O)(=O)N1CCC(C(=O)OC(C)C(=O)Nc2ccc(NC(C)=O)cc2)CC1 (stereo not drawn),i,.,9,715,-2%
Cn1c(=O)n(C)c2cc(S(=O)(=O)Nc3ccc(F)cc3)ccc21,i,53,-4,812,8%
CC(=O)Nc1cccc(NC(=O)CSc2nc(C3CC3)nc3ccccc23)c1,i,11,-15,807,7%
CC(=O)c1cc2c(cc1NC(=O)CCn1cnnn1)OCO2,i,27,-2,799,1%
Cc1cc2cc(CCNS(=O)(=O)c3ccc(F)cc3)c(=O)[nH]c2cc1C,i,23,10,807,5%
COc1ccc(CN2CC(C(=O)NCCCN3CCCC(C)C3)CC2=O)cc1 (stereo not drawn),i,31,-4,724,5%
CCOc1ccccc1OCCN1CCCC1,i,67,0,833,2%
O=C(Nc1ccccc1O)c1ccc([N+](=O)[O-])cc1,i,20,5,845,9%

# Structural class: the compounds so far containing two or more sulfur atoms
SMILES,T cell HTS,T cell HTS vesicle-bound %,Lipid droplet,Lipid droplet cells 6.5 µM,Salmonella PhoP GFP
COc1ccccc1C(=O)NNC(=O)CCN1C(=O)/C(=C\c2ccccc2)SC1=S,i,32,-1,777,-10%
COc1ccc(C(=O)Nc2ccccc2SCc2cc(=O)n3nc(C)sc3n2)cc1OC,i,43,6,729,-2%
Cc1cccc(NS(=O)(=O)c2ccc(NS(=O)(=O)c3cccs3)cc2)c1,i,19,-28,749,1%

# Next part
SMILES,T cell HTS,T cell HTS vesicle-bound %,Lipid droplet,Lipid droplet cells 6.5 µM,Salmonella PhoP GFP
CNS(=O)(=O)c1ccc(NC(=O)c2csc(C)c2)cc1,i,62,3,681,3%
CCOc1ccc(NC(=O)Cn2c(=O)oc3cc(Cl)ccc32)cc1,i,19,1,777,-5%
CCCCOP(=O)(c1ccc(N(C)C)cc1)C(O)c1cc(OC)ccc1OC (stereo not drawn),i,30,-22,808,-5%
COc1ccc(Nc2nnc(-c3ccncc3)s2)cc1Cl,i,23,3,819,4%
O=C(NNC(=O)c1ccc([N+](=O)[O-])cc1)c1ccc(Br)cc1,i,29,0,828,-4%
CN(CC(=O)Nc1ccc(Cl)cc1)C(=O)CCc1ccccc1,i,20,-3,806,-2%
O=C(O)c1ccc(NC(=O)c2ccc(Cl)cc2)c(NC(=O)c2ccc(Cl)cc2)c1,i,47,4,827,1%
CCN=C1S/C(=C\c2cn(CC(=O)NCc3ccco3)c3ccccc23)C(=O)N1CC,i,14,13,638,2%
CC1CCCC(C)N1/N=C/c1ccccc1F (stereo not drawn),i,52,0,790,-5%
O=C(NCc1ccco1)c1ccc(CS(=O)Cc2ccc(Cl)cc2)o1 (stereo not drawn),i,15,-16,657,-14%
S=c1[nH]nc(-c2ccccc2Br)n1Cc1ccccc1,i,44,-5,813,-4%
Cc1ccc2nc(-c3ccncc3)cc(C(=O)NCc3ccccc3F)c2c1,i,24,0,779,-3%
Cn1c2ccc(F)cc2c2nnc(SCC(=O)Nc3cccc(O)c3)nc21,i,53,-1,843,7%
Cc1cccc(OCCCC(=O)N2CCCCCC2)c1C,i,51,8,822,-4%
CCN(CC(=O)Nc1ccc(NC(C)=O)cc1)C(=O)Cc1ccccc1F,i,23,-8,813,8%
O=C(Cn1cc(S(=O)(=O)Cc2cccc([N+](=O)[O-])c2)c2ccccc21)N1CCOCC1,i,11,-1,828,-3%
CC(C)CC(=O)Nc1c2c(nn1-c1cccc(Cl)c1)CS(=O)C2 (stereo not drawn),i,61,6,427,-2%
CCOC(=O)N1CCN(S(=O)(=O)N2CCCC(C(=O)NCCCN3CCC(C)CC3)C2)CC1 (stereo not drawn),i,29,3,735,-2%
Cc1ccc(CC(=O)Nc2ccc(S(=O)(=O)Nc3nccc(C)n3)cc2)cc1,i,50,-4,823,4%
O=[N+]([O-])c1ccc(-c2nnc3n2CCCCC3)cc1,i,32,5,811,-3%
CC(=O)c1ccc(NC(=S)NC(=O)/C=C/c2ccc(F)cc2)cc1,i,50,6,704,3%
Cc1ccc(C(=O)N/C(=C\c2ccco2)C(=O)N2CC(C)OC(C)C2)cc1C (stereo not drawn),i,10,8,695,-3%
Cc1ccnc(N2C(=O)c3ccc([N+](=O)[O-])cc3C2=O)c1,i,51,1,798,-2%
COc1cccc(C(=O)Nn2cnnc2)c1OC,i,54,9,856,2%
CC(=O)c1c(Cl)nc2cccc3c2c1-c1ccccc1C3=O,i,58,6,810,-8%
O=C(c1ccc(CNS(=O)(=O)c2ccc(Br)cc2)cc1)N1CCCCC1,i,8,3,699,-2%
CC/C(=N\NC(=O)Cc1ccc(Br)cc1)c1cccs1,i,56,-4,859,6%
CSc1ccc(C(=O)NC2CCSc3ccccc32)cc1 (stereo not drawn),i,31,-28,811,-1%
O=C(c1cc2ccccc2o1)N1CCN(c2ccccn2)CC1,i,60,8,730,-7%
O=S(=O)(c1cc(F)ccc1F)N1CCN2CCCC2C1 (stereo not drawn),i,42,-3,834,-1%
CC(=O)N1CCN(CC(c2ccccc2)c2ccccc2)CC1,i,22,5,804,7%
O=C(NCc1ccccc1)c1c(O)c2ccccc2[nH]c1=O,i,60,8,788,-6%
Cc1oc(-c2ccc(Cl)cc2)nc1CS(=O)CC(=O)NCc1ccco1 (stereo not drawn),i,21,6,776,-1%
CCOCCCn1c(=S)[nH]c2cc(C(=O)N3CCN(C4CCCCC4)CC3)ccc2c1=O,i,39,20,676,9%
COc1ccc(-c2cc(C)no2)cc1S(=O)(=O)Nc1ccc(NC(C)=O)cc1,i,29,-4,717,7%
O=C(CSc1nc2ccccc2c(=O)[nH]1)Nc1nc(-c2ccc(Br)cc2)cs1,i,77,2,690,-2%
COc1cc(NC(=O)c2ccc3c(c2)OCCO3)ccc1NC(=O)c1ccccc1Cl,i,40,-11,657,1%
CC1=NN(c2ccccc2)C(=O)/C1=C\N(O)c1ccccc1,i,59,36,780,0%
CNC(=O)c1c(NC(=O)C2=COCCO2)sc2c1CCCC2,i,36,-6,719,-5%
O=C(c1ccc(C(F)(F)F)cc1)N1CCN(S(=O)(=O)c2ccc3c(c2)OCCCO3)CC1,i,53,-4,676,-3%
CCCCNC(=O)[C@H]1C[C@H]1[C@@H](O)[C@H](CO)NC(=O)[C@H](CC(C)C)NC(=O)OC(C)(C)C,i,28,0,802,11%
O=C(COC(=O)CN1C(=O)c2ccccc2C1=O)NC1CCCC1,i,16,-17,715,-5%
C/C(=N\NC(N)=S)c1cc(-c2ccccc2)c(-c2ccccc2)s1,i,14,-1,827,6%
O=C(C1CC(=O)N(c2ccc(F)cc2)C1)N1CCOCC1 (stereo not drawn),i,37,8,807,-7%
Cc1ccc(OCC(O)CNC2CCCC2)cc1C (stereo not drawn),i,34,4,822,1%
Cc1cc(-n2cnnn2)cc(C)c1S(=O)(=O)N(C)c1ccccc1,i,38,-1,734,3%
COc1ccc(CNC(=O)c2cc3ccccc3oc2=O)cc1,i,26,2,847,3%
COc1ccc(-c2cc(CNS(=O)(=O)c3cc(OC)ccc3OC)on2)cc1,i,20,1,826,-5%
O=C(CCCNC(=O)c1ccc(Cl)cc1)Nc1ccc(Br)cc1,i,14,8,785,-4%
O=C(Nc1ccc(Cl)cc1)C1CCCN(c2cnccn2)C1 (stereo not drawn),i,9,-20,706,-10%
CC(=O)NC(Cc1ccc(F)c(F)c1)C(=O)NC1CCN(C(=O)c2ccc(Cl)cc2)CC1 (stereo not drawn),i,27,-17,837,5%
COc1ccc(C(=O)Nc2nnc(S(=O)(=O)Cc3ccccc3)s2)cc1,i,40,-2,703,2%
Cn1c(SCC(=O)NC2CCCCC2)nnc1-c1cccnc1,i,9,-2,799,5%
CCN(CC(=O)NCc1ccc(Cl)cc1)C(=O)CSc1ccc(Br)cc1,i,52,-51,861,0%
O=C(CSc1nnc(CNC(=O)c2ccccc2)o1)Nc1ccc2c(c1)OCCO2,i,32,8,720,-7%
Cc1ccccc1OCC(=O)N1CCCCCCC1,i,57,-8,831,-7%
Cc1c(C(=O)NCc2ccco2)oc2ccccc12,i,16,-18,751,-1%
O=C(O)c1ccc(-n2nncc2-c2ccccc2)cc1,i,36,-6,739,1%
CC(=O)n1cc(CO)c2ccccc21,i,38,-2,808,-4%
CN1N=C(C(=O)N2CCCC(N3CCN(c4ccc(F)cc4)CC3)C2)CCC1=O (stereo not drawn),i,10,8,793,-2%

# Profiles, quoted from the list. Values in the order: T cell HTS, T cell HTS vesicle-bound %, Lipid droplet, Lipid droplet cells 6.5 µM, Salmonella PhoP GFP
# Results for COc1ccc(C(=O)Nc2nnc(S(=O)(=O)Cc3ccccc3)s2)cc1 : i, 40, -2, 703, 2%
# Results for C/C(=N\NC(N)=S)c1cc(-c2ccccc2)c(-c2ccccc2)s1 : i, 14, -1, 827, 6%
# Results for COc1cccc(CNC(=O)C2Cc3ccccc3CN2C(C)=O)c1 (stereo not drawn) : i, 16, -7, 837, 2%
# Results for CC(=O)NC(Cc1ccc(F)c(F)c1)C(=O)NC1CCN(C(=O)c2ccc(Cl)cc2)CC1 (stereo not drawn) : i, 27, -17, 837, 5%
# Results for COc1ccc(C(=O)Nc2ccccc2SCc2cc(=O)n3nc(C)sc3n2)cc1OC : i, 43, 6, 729, -2%

# (further entries)
SMILES,T cell HTS,T cell HTS vesicle-bound %,Lipid droplet,Lipid droplet cells 6.5 µM,Salmonella PhoP GFP
NS(=O)(=O)c1cc(C(=O)NC2CCSc3ccccc32)ccc1Cl (stereo not drawn),i,39,-1,782,1%
COc1cc(Cl)ccc1OCc1cc(C(=O)N(C)CC2CCCCO2)no1 (stereo not drawn),i,19,-13,733,-1%
Cc1ccc(SCc2c(C(=O)N/N=C/c3ccoc3)nnn2-c2nonc2N)cc1,i,15,0,695,1%
Cc1ccccc1C(=O)NC(=S)NC1CC1,i,33,-16,820,-4%
Cc1nc(CNC(=O)CC2C(=O)NCCN2Cc2ccc(F)cc2)cs1 (stereo not drawn),i,64,-6,639,5%
O=C(O)C1CCCN(S(=O)(=O)c2ccccc2[N+](=O)[O-])C1 (stereo not drawn),i,62,7,788,1%

# From PubChem BioAssay

# Not all compounds are listed; count on the stated rates, not on these rows.
